# Abeta rescue: qHTS for compounds that reverse cellular toxicity of Amyloid beta (A-beta) peptide in yeast: Primary Screen; yeast expressing A-beta42, growth rescue, OD600, 48 h; response scale: 0% DMSO, 100% iron-clioquinol control; Potency, µM (top dose mostly 46.1 µM), for inactives: at the top dose growth rescue, hits mostly activators; hit rate 0.063% among 410,000; further: potency means the concentration at half of the fitted maximal effect; nearly all actives have a fitted effect of over 55% in size
#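 Yeast growth medium received pinned compounds, then yeast cells expressing toxic A-beta were added; plates incubated at 30 C for 48 hr. Growth read as absorbance at 600 nm, normalized to DMSO and equimolar FeCl3 plus clioquinol controls.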
# TGFb inhibitor: qHTS for Inhibitors of TGF-b. HepG2 CAGA-GFP TGF-b/SMAD3 reporter, GFP fluorescence, 18 h; TGF-beta stimulated, 500 pg/mL final. hit rate 1.2% among 410,000. AID 588855, 2011. Potency, µM (series often up to 46.1 µM), for the others: at the top dose activity, negative = inhibition, hits mostly inhibitors; further: potency means the concentration at half of the fitted maximal effect; on the % scale 0 is the no-effect control and ±100 the full control effect; nearly all actives have a fitted effect of over 65% in size
#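 HEPG2 CAGA-GFP reporter cells (1000/well, DMEM with 1% FBS) received compounds, then recombinant TGF-beta at 500 pg/mL final for 18 hours at 37 degrees C. Per-cell GFP summed per well was normalised to unstimulated and stimulated DMSO controls before curve fitting.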
# CCT chaperon mod: High-Throughput Screening for Modulators of Cytosolic Chaperonin Activity | AID 651819, 2012 | activity change, % (concentration not given with the values), hits read low | hit rate 0.3% among 360,000 | purified chaperonin ATPase assay, HTRF ADP detection, 30 min; in the data active means activity change below about -30%; further: on the % scale 0 is the no-effect control and ±100 the full control effect
#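 TRiC at 40 or 20 nM final (batch-dependent) in 30 mM Tris pH 7.4, 100 mM KCl, 5 mM MgCl2, 1 mM DTT, with compound at single 76 uM and 10 uM ATP, 30 min at 37 deg C. ADP detected by HTRF Transcreener, 665/615 ratio.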
# Nrf2 activator: qHTS of Nrf2 Activators | AID 624171, 2012 | Potency, µM (highest dose often 46.1 µM), without a hit: at the highest dose activation, actives largely listed as activators | AREc32 ARE-luciferase reporter (MCF7-derived line), luminescence, 24 h | hit rate 0.31% among 410,000; further: potency means the concentration at half of the fitted maximal effect; % of control where 0% means no effect; nearly all actives have a fitted effect of over 65% in size
#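 Quantitative high-throughput format: AREc32 reporter cells, 1000 per well, received compound by pin transfer and were incubated 24 hr at 37 deg C, 5% CO2, before Steady-Glo luminescence detection.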
# HepG2 viability: qHTS for Inhibitors of TGF-b: Cytotox Counterscreen; Potency, µM (doses to about 46.1 µM), without a hit: top-dose activity change, negative = cytotoxicity, most hits filed as cytotoxic; HepG2 CAGA-GFP viability, ATP luminescence, 18 h; hit rate 0.76% among 410,000; AID 588856, 2011; further: potency means the concentration at half of the fitted maximal effect; some results filed as inactive show a strong effect at the top dose
#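 HepG2 CAGA-GFP cells (1000/well, DMEM with 1% FBS) received compound, then TGF-beta at 500 pg/mL final, and were incubated 18 hours at 37 degrees C. Viability was read by CellTiter-Glo luminescence. Media-only wells were set as complete cell-killing and DMSO as no toxicity.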
# Akt phos inh: HTS Assay for Inhibitors of Akt Phophorylation: Primary Screen; Neuro2A IGF-stimulated pAkt S473 HTRF, 20 min; stronger effect = lower value; hit rate 0.32% among 360,000; activity change, % for hits at 50 µM; in the data active means activity change below about -80%; inconclusive means mostly about -51% to -80%; further: on the % scale 0 is the no-effect control and ±100 the full control effect
#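 Neuro2A cells in DMEM with 0.5% FBS, overnight at 37 deg C, given compound at single 50 µM final, then IGF (6 nM final) for 20 min at 37 deg C. Lysed; phospho-Akt Ser473 by HTRF after 24 h, 665/615 ratio.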
# Nrf2 block: Nrf2 qHTS screen for inhibitors | A549 ARE-Fluc reporter, luciferase luminescence, 18-24 h | Potency, µM (doses to about 46 µM), inactives show top-dose activity change, negative = inhibition, usual class: inhibitors | hit rate 2.1% among 360,000 | AID 504444, 2011; further: potency means the concentration at half of the fitted maximal effect; on the % scale 0 is the no-effect control and ±100 the full control effect; nearly all actives have a fitted effect of over 60% in size
#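 Reporter: ARE-Fluc in A549. Exposure: 18-24 h, 37 °C, 5% CO2, 5% FBS OPTI-MEM. Readouts: fluorescent cytotoxicity (CellTiter-Fluor), then luminescent Nrf2 signal after BugLite.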
# MmCpn inh: Inhibitors of TCP-1 ring complex (TRiC) of Methanococcus maripaludis (MmCpn): qHTS; AID 504842, 2011; Potency, µM (series often up to 76.9 µM), inactives show top-dose activity, negative = inhibition, most hits filed as inhibitors; purified Mm-Cpn ATPase, ADP Transcreener TR-FRET; hit rate 0.031% among 330,000; Chaperonin Mm-Cpn (Methanococcus maripaludis); further: potency means the concentration at half of the fitted maximal effect; on the % scale 0 is the no-effect control and ±100 the full control effect; nearly all actives have a fitted effect of over 80% in size
#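 Reaction buffer contained 30 mM Tris pH 7.4, 100 mM KCl, 5 mM MgCl2 and 1 mM DTT. Mm-CPN (25 nM final) hydrolysed 10 uM ATP over 30 min at 37°C; ADP was read by HTRF.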
# A549 viability: Nrf2 qHTS screen for inhibitors: counterscreen for cytotoxicity | Potency, µM (series often up to 46 µM), for the others: at the top dose activity change, negative = cytotoxicity, usual class: inhibitors | hit rate 0.16% among 390,000 | A549 ARE-Fluc cells, CellTiter-Fluor viability, 18-24 h; further: potency means the concentration at half of the fitted maximal effect; on the % scale 0 is the no-effect control and ±100 the full control effect
#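 A549 ARE_Fluc cells in 5% FBS OPTI-MEM were exposed to compounds in concentration-response for 18-24 h at 37 deg C. Viability was read by CellTiter-Fluor fluorescence (Ex 405/Em 525) after 30 min, before the luciferase read.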
# * marks the source's active call; other numbers are inactive results; i = inactive; ? = inconclusive; . = not tested or not shown; [ ] = another dose, or the depositor's remark. Unless noted, the call rests on the fitted dose curve; in most records, active means well fitted curve in the direction sought with a large enough effect; inconclusive means small, poorly fitted or top-dose-only effect, or another doubt; inactive means no such curve, though single readings can be large; an effect the other way counts as inactive or inconclusive.
SMILES,Abeta rescue,TGFb inhibitor,CCT chaperon mod,Nrf2 activator,HepG2 viability,Akt phos inh,Nrf2 block,MmCpn inh,A549 viability
Cc1noc(C)c1S(=O)(=O)N1CCC(C(N)=O)CC1,0%,0%,1.9,0.1%,-4%,i,7%,0%,0%
C[C@H]1CC[C@]2(O[C@H](CCO)C[C@H](O)[C@H]2O)O1,2%,1%,-1.2,0.0%,1%,i,3%,.,0%
O=C(CSc1cccc2cccnc12)NCc1ccco1,-5%,15%,-8.8,9.2%,-1%,i,-12%,-4%,0%
O=C(COc1ccccc1Cl)NC(=S)Nc1cccc(NC(=O)c2ccccc2Cl)c1,-6%,4%,0.8,0.3%,-23%,i,?,-3%,-6%
CCOCCn1c(-c2ccc(OC)cc2)nc2ccccc21,-30%,12%,-1.4,0.7%,-11%,i,2%,3%,16%
COc1cc(NC(=O)C2Cc3ccccc3CN2S(C)(=O)=O)cc(OC)c1 (centres undefined),-2%,11µM*,-1.6,-1.0%,25%,i,-14%,1%,7%
O=C(Nc1cccc(NC(=O)C2CCCO2)c1)c1ccco1 (centres undefined),?,-18%,-0.5,29%,-2%,i,11%,-3%,8%
Cc1ccccc1CNC(=O)c1ccc2c(c1)N(Cc1ccccc1)CCS2,-18%,.,.,0.9%,-13%,.,?,.,1%
COC(=O)c1cc(COc2ccc3c(c2)oc(=O)c2ccccc23)c(C)o1,-15%,-3%,-1.1,-0.5%,0%,i,?,-1%,-8%
CCN(CC(=O)NCc1cccs1)S(=O)(=O)c1c(F)cccc1F,5%,-2%,-2.5,0.0%,2%,i,13%,5%,0%
COc1cc(C(=O)OCC(=O)Nc2ccc(N3CCOCC3)cc2)ccc1OCC(C)C,-8%,1%,1.4,0.4%,5%,i,0%,0%,2%
CCCCCn1c(=O)[nH]c2c(c1=O)CCC2,-9%,4%,-1.5,1.7%,-26%,i,6%,-3%,0%
CCO/N=C(/C)c1c(O)cc(C(C)(C)C)n(-c2ccccc2)c1=O,-8%,-19%,0.3,-0.8%,3%,i,2%,0%,0%
CCOc1ccc(N2C(=O)CC(Sc3nnnn3-c3ccccc3)C2=O)cc1 (centres undefined),-4%,?,-12,-2.2%,i,i,?,-5%,-4%
CC(C)Nc1nc(Cl)nc(Nc2ccccc2)n1,0%,5%,-3.2,-0.1%[9.22 µM],-1%,i,4%,-1%,-2%
Cc1ccc(C(=O)NCC(=O)Nc2ccncc2)cc1C,0%,2%,-2.3,-0.2%,0%,i,-20%,0%,0%
Cc1ccc(/C=N/NC(=O)c2cc(-c3ccc(C)o3)[nH]n2)cc1,3%,2%,0.6,-0.5%,-10%,i,10%,0%,0%
Cc1[nH]nc2c1C1(CCC3(CC1)OCCO3)C(C#N)=C(N)O2,6%,2%,-1.6,22%,6%,i,-5%,-2%,-2%
Cc1ccc(S(=O)(=O)NNC(=O)c2cc([N+](=O)[O-])c(C)c([N+](=O)[O-])c2)cc1,-1%,6%,-9.8,-0.2%,-10%,i,-5%,.,-1%
COc1ccccc1OCC(=O)OCC(=O)Nc1ncc(Cl)cc1Cl,-6%,-1%,2.3,0.1%,-14%,i,.,-2%,0%

# Copied from the list:
# MmCpn inh, Cc1ccc(/C=N/NC(=O)c2cc(-c3ccc(C)o3)[nH]n2)cc1 is entered as 0%
# Nrf2 activator, Cc1[nH]nc2c1C1(CCC3(CC1)OCCO3)C(C#N)=C(N)O2 is entered as 22%
# TGFb inhibitor, COc1cc(NC(=O)C2Cc3ccccc3CN2S(C)(=O)=O)cc(OC)c1 (centres undefined) is entered as 11µM*
# HepG2 viability, CCCCCn1c(=O)[nH]c2c(c1=O)CCC2 is entered as -26%

# Compounds shown so far that contain a furan ring, fused or not (4):
SMILES,Abeta rescue,TGFb inhibitor,CCT chaperon mod,Nrf2 activator,HepG2 viability,Akt phos inh,Nrf2 block,MmCpn inh,A549 viability
O=C(CSc1cccc2cccnc12)NCc1ccco1,-5%,15%,-8.8,9.2%,-1%,i,-12%,-4%,0%
O=C(Nc1cccc(NC(=O)C2CCCO2)c1)c1ccco1 (centres undefined),?,-18%,-0.5,29%,-2%,i,11%,-3%,8%
COC(=O)c1cc(COc2ccc3c(c2)oc(=O)c2ccccc23)c(C)o1,-15%,-3%,-1.1,-0.5%,0%,i,?,-1%,-8%
Cc1ccc(/C=N/NC(=O)c2cc(-c3ccc(C)o3)[nH]n2)cc1,3%,2%,0.6,-0.5%,-10%,i,10%,0%,0%

# (further entries)
SMILES,Abeta rescue,TGFb inhibitor,CCT chaperon mod,Nrf2 activator,HepG2 viability,Akt phos inh,Nrf2 block,MmCpn inh,A549 viability
CCn1c(CN2CCCCCC2=O)nnc1SCc1cnc(-c2ccccc2)s1,-6%,1%,3.1,3.7%,-23%,i,2%,-1%,-5%
c1coc(CSc2ncnc3c2oc2ccccc23)c1,-12%,40%[activator],-1.0,4.5µM*,32%,i,?,-17%,2%
CC(Sc1nc2ccccc2c(=O)n1CC1CCCO1)C(=O)NC(C)c1ccccc1 (centres undefined),5%,-7%,-1.3,-0.6%,0%,i,-5%,0%,-3%
COc1ccc(OCC(=O)N/N=C/c2ccc(OC)c(OC)c2C(=O)O)cc1,-4%,?,-0.5,0.4%,0%,i,12%,1%,2%
CCCCOC(=O)CNc1nnc(SCC(=O)OCC)[nH]c1=O,31%,3%,1.4,12%,-10%,i,.,-2%,1%
C1CCN(c2c3c(nc4nnnn24)CCCC3)CC1,-6%,-1%,-0.6,0.3%,-4%,i,-2%,0%,2%
Cc1ccccc1N=C1NN=C(c2ccccc2F)CS1,6%,?,2.9,11%,-19%,i,?,0%,?
CCN1CCN(S(=O)(=O)c2ccc(Cl)c(C(=O)NCc3nc4ccccc4[nH]3)c2)CC1,-17%,-16%,-4.8,0.2%,-3%,i,?,0%,-3%
O=C(NS(=O)(=O)Nc1ccc(Cl)cc1)c1c[nH]c2ccccc12,0%,6%,0.5,2.5%,-9%,i,11%,-3%,-3%
O=C(c1cc2c(ccc3ccccc32)oc1=O)N1CCN(CCO)CC1,0%,2%,-0.3,-0.7%,-8%,i,3%,-19%,-2%
O=C1NC[C@@H](CCCCN2CCN(CC3CCCCC3)C(=O)C2=O)N(CC2CCCCC2)C1=O,-14%,.,-0.3,-0.6%,.,i,.,.,.
O=C(Cc1ccc(F)cc1)Nc1nccs1,-9%,5%,-2.4,2.5%,8%,i,-8%,-3%,6%
CC(C)NC1(C(N)=O)CCNCC1,3%,15%,-5.3,-0.8%,2%,i,3%,.,-4%
CCN1c2ccccc2-c2nc3ccccc3n2C1c1ccccn1 (centres undefined),-15%,-15%,-1.2,2.4%,7%,i,-14%,-2%,-6%
COc1ccc(C(=O)NNC(=O)C(=O)Nc2cccc3ccccc23)cc1,2%,4%,0.3,-2.3%,7%,i,-3%,-1%,6%
CCCCNC(=O)c1ccc(CNS(=O)(=O)c2ccc(Br)cc2)cc1,-23%,-13%,-0.8,-0.1%,-26%,i,2%,0%,-4%
Cc1cc(=O)oc2c(CN3CCCC3)c(O)c(Cl)cc12,-2%,15%,-0.8,-0.3%,14%,i,9%,-14%,8%
Cc1cccc(NC(=O)c2c([N+](=O)[O-])cnn2C)c1,-18%,17%,-0.7,-0.1%,14%,i,7%,1%,-4%
CCN(CC)S(=O)(=O)c1ccc(N=NC2=C(O)CC(C)(C)CC2=O)cc1,-12%,-2%,0.7,-0.1%,3%,i,5%,1%,2%
Nc1cc(N)nc(SCC(=O)NC2CCCCCCC2)n1,11%,-6%,-0.1,-0.3%,3%,i,-4%,-3%,-3%
CCOC(=O)c1sc(=NC(=O)c2cccc(C)c2)n(C)c1C,3%,4%,0.9,2.7%,14%,i,?,-1%,0%
CC(=O)c1c(COC(=O)c2ccc(C)cc2)nc2ccccc2[n+]1[O-],-4%,-13%,1.8,-0.7%,-7%,i,-9%,2%,3%
Fc1ccc(-[n+]2nc(Nc3ccccc3)sc2-c2cccc(Cl)c2Cl)cc1,-3%,-1%,-2.8,4.0%,18%,i,-6%,-3%,0%
CC(CNS(=O)(=O)c1ccc2c(c1)NC(=O)CCS2)c1ccccc1 (centres undefined),16%,-23%,-1.7,-0.9%,-4%,i,-21%,2%,-2%
COCCSc1ccccc1C(=O)N1CCN(Cc2ccc3c(c2)OCO3)CC1,1%,-6%,-1.1,-0.9%,-7%,i,11%,1%,-1%
Cc1ccccc1C(=O)NC1CCN(C(=O)N(c2ccccc2)c2ccccc2)CC1,-14%,8%,-0.8,0.4%,-3%,i,-4%,-2%,0%
CCN1CCN(c2ccc(Cl)cc2NC(=O)c2ccco2)CC1,-20%,19%,1.5,-0.7%,-19%,i,-8%,-2%,?
CN1CCN(C(=O)c2ccc3c(c2)N(Cc2cccc(Cl)c2)C(=O)c2ccccc2S3=O)CC1 (centres undefined),3%,12%,-0.2,-0.3%,4%,i,-11%,.,6%
O=C(NCC1CCCO1)c1cc(-c2ccco2)nc2ccccc12 (centres undefined),10%,0%,-1.0,11µM*,-29%,i,2%,-4%,-3%

# Source: PubChem BioAssay
